Screening results deposited in PubChem BioAssay by University of Kansas High Throughput Screening Laboratory.
mHTT-CaM PPI inh = disrupts binding of mutant huntingtin to calmodulin; P42858; AlphaScreen His-mHTT/GST-CaM binding, luminescence; inhibition, % at 15 µM; actives 3.6% (n = 190,000); AID 1671202;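 note: 0% = both proteins with DMSO and 100% = one protein alone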
Target sequence (P42858 whole entry, looked up, stated change not applied): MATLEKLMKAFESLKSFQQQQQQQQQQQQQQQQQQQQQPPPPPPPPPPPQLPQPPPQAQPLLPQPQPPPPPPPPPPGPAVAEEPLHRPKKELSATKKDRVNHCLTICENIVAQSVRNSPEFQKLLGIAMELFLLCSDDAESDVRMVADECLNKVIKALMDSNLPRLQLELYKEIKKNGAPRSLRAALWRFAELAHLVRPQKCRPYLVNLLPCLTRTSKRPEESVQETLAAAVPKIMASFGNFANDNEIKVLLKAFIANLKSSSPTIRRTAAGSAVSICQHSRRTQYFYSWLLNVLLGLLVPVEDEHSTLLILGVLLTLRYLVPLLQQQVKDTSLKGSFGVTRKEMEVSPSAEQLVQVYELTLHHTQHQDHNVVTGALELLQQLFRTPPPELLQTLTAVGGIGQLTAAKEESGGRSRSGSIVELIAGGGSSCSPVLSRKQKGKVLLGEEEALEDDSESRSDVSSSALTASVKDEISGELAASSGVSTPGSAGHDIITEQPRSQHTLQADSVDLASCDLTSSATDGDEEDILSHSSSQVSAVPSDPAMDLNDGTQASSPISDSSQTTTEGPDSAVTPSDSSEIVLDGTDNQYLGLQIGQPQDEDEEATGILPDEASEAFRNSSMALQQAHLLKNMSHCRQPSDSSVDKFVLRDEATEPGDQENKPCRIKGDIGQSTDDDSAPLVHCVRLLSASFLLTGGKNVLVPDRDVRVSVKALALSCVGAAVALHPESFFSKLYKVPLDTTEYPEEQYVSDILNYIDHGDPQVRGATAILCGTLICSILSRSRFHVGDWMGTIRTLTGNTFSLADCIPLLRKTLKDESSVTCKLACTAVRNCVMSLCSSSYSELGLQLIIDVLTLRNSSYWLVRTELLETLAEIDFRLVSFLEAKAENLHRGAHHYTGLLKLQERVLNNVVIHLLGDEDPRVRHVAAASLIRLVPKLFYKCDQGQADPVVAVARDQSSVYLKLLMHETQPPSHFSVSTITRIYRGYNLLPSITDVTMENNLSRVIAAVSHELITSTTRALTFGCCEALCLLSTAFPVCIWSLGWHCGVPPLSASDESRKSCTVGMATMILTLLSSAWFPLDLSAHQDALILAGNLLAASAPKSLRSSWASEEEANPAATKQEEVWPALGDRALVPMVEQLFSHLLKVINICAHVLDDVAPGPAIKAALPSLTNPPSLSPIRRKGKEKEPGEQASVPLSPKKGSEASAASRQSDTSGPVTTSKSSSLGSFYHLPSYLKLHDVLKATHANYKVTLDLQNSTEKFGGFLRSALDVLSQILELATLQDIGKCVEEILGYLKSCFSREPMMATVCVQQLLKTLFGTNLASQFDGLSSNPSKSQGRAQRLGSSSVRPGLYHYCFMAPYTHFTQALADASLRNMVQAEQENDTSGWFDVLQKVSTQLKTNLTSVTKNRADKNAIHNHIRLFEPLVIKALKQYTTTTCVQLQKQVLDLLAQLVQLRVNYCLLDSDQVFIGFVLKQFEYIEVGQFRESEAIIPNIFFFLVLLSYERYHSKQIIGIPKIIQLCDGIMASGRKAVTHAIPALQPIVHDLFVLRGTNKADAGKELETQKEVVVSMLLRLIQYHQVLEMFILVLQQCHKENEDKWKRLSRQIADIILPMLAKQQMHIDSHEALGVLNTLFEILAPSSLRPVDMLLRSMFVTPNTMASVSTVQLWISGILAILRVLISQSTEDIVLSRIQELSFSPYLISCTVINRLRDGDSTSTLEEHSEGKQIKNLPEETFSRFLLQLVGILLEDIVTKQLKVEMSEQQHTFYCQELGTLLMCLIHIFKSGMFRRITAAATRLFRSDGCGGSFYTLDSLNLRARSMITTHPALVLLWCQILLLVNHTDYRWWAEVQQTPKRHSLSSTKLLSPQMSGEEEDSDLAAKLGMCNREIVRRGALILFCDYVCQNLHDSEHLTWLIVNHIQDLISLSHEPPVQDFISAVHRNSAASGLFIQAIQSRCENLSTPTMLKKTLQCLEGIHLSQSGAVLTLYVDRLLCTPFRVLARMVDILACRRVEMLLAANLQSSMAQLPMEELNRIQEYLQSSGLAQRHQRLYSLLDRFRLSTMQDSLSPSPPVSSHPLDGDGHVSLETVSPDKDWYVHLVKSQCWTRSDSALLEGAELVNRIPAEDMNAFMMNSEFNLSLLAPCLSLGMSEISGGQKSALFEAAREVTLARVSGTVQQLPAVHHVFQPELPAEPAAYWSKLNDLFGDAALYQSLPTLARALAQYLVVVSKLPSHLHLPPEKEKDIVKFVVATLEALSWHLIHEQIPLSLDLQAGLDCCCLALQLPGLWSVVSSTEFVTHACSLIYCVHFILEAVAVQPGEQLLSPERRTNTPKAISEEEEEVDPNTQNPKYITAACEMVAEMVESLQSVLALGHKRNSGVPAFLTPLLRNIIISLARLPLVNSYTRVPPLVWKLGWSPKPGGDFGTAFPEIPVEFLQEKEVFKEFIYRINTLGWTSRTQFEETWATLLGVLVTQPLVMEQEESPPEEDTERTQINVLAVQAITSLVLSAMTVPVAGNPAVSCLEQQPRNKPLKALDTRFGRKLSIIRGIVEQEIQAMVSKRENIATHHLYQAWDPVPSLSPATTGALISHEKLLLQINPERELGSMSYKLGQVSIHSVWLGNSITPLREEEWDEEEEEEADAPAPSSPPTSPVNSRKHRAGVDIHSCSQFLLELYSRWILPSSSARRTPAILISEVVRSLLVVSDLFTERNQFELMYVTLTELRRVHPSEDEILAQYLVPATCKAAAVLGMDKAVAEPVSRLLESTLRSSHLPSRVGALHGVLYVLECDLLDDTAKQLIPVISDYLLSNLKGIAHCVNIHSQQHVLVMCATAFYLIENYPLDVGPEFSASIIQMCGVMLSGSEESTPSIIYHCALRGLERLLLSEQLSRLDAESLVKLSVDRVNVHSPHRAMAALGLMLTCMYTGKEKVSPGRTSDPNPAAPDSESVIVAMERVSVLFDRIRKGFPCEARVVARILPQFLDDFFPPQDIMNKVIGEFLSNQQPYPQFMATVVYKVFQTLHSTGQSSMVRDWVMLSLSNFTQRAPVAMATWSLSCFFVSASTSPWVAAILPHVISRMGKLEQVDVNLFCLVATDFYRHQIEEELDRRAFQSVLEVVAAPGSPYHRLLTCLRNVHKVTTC
Pf apPOL inh = Pf-apPOL DNA polymerase inhibition; actives 0.25% (n = 210,000); AID 1794808; Recombinant Pf-apPOL, molecular beacon fluorescence, 1.5 h; inhibition, % at 10 µM
* = called active by the depositor; x = not tested or not shown; & = joins results of further samples. Cut-off read from the data, not from the text of the source: active = inhibition above about 50%; inactive = the rest.

nr	Molecule	Pf apPOL inh	mHTT-CaM PPI inh
1	COc1cc2c(cc1OC)C(C(=O)NCCCN1CCCC1)C(c1cccs1)N(C)C2=O (stereo not given)	-1	-6
2	COc1ccc(C(=O)Nc2ccccc2C)cc1Br	-1	-4
3	NC(N)=NS(=O)(=O)c1ccc(N=Cc2cccs2)cc1	-6	2
4	O=C(c1ccc(N2CCCC2)c([N+](=O)[O-])c1)N1CCOCC1	-9	2
5	Cc1ccccc1NC(=O)Cn1c([N+](=O)[O-])cnc1C	0	3
6	CC(C)Cn1cc(C(=O)NC(C)C)c2c3ccccc3n(C)c2c1=O	-1	-2
7	O=C(NCc1ccc(Br)cc1)C1CCN(c2nnc(-c3ccccc3)o2)CC1	-8	39
8	CCOc1ccc(C2N(c3ccc(OC)cc3)C(=O)C3CCCN32)cc1OC (stereo not given)	-4	2
9	CSc1nnc2c(n1)OC(c1cc(O)ccc1Cl)Nc1ccccc1-2 (stereo not given)	38	-6
10	Cc1cc(C)cc(C(=O)OCCCN(C)C2CN(Cc3cn(Cc4ccccc4Cl)nn3)S(=O)(=O)C2)c1 (stereo not given)	-4	36
11	O=C(Nc1nnc(-c2ccccc2Br)s1)Nc1ccccc1F	5	2
12	Cc1cccc(C)c1NC(=O)CSc1nnc(-c2cccc(N)c2)n1C	0	3
13	Cc1sc2nc(SCC(N)=O)[nH]c(=O)c2c1C	-9	0
14	Cc1ccc2c(c1)N(Cc1nc(-c3ccc(C)c(C)c3)no1)C(=O)CO2	-2	-19
15	O=C(O)CC1c2ccccc2CCN1S(=O)(=O)c1ccc(Cl)cc1 (stereo not given)	-8	-7
16	CCNC(=O)N(C)Cc1cccs1	1	-2
17	COc1cccc(CNC(=O)CN2C(=O)NC3(CCCCC3)C2=O)c1	-4	2
18	Cc1cccc(-n2c(=O)n(C3CC3)c(=O)c3c2ncn3Cc2c(F)cccc2F)c1	-4	14
19	O=C(CCNc1ccc(C(=O)NC2CCCCC2)cc1)c1ccccc1	2	-3
20	FC(F)(F)c1ccc(-c2nc(-c3ccc(Br)cc3)no2)cc1	-2	-10
21	O=c1nc2n(-c3ccc(F)cc3)c3cccc(Cl)c3cc-2c(=O)[nH]1	-1	3
22	O=C(C=Cc1cccs1)NC(=S)NNC(=O)Cn1nnc(N2CCCC2)n1	-375	x
23	COc1cccc(CNC(=O)c2cn3ccccc3n2)c1	-1	3
24	O=C(O)C=CC(=O)Nc1cccc2c1CCCC2	-2	x
25	Cc1ccc(C(=O)N2CCC(Cc3nc4cccnc4n3C)C2)cc1F (stereo not given)	-3	7
26	Cc1ccc(N=C(NN)c2ccc3ccccc3n2)cc1	2	45
27	COc1ccc(/C=C2/N=C(c3ccc(Cl)c(Cl)c3)OC2=O)c(OC)c1	-4	5
28	COc1ccc(C(=O)Nc2nc(CC(=O)Nc3nc4c(C)cccc4s3)cs2)cc1	-6	-4
29	COc1ccc2cc(C=Nc3ccccc3)c(Cl)nc2c1	-5	0
30	Cc1cc(Br)ccc1NC(=O)CCCN1C(=O)c2cccnc2C1=O	-25	10
31	COc1ccc(C2=NOC(C(=O)Nc3c(C)n(C)n(-c4ccccc4)c3=O)C2)cc1 (stereo not given)	-3	-6
32	CC(C)(C)NCCOc1ccc(Cl)c(Cl)c1	2	0
33	Cc1ccc2c(c1)NC1(CCN(C(=O)c3ccccc3Br)CC1)c1cccn1-2	-5	89*
34	CC1CCN(C(=O)C2CCc3sc(C(=O)N4CCCCCC4)cc3C2)CC1 (stereo not given)	2	11
35	O=C(c1cnccn1)N1CCC2(CC1)NC(=O)N(Cc1cccc(Cl)c1)C2=O	-3	6
36	COc1ccc(NC(=O)Nc2ccc(I)cc2)cc1	-2	3
37	Cc1ccc(-c2noc(C3CCN(CC(=O)Nc4ccccc4Cl)CC3)n2)cc1	-3	-11
38	COc1ccc(CN2C(=O)NC(=O)/C(=C/c3cc4c(cc3[N+](=O)[O-])OCO4)C2=O)cc1	6	30
39	COc1cccc(C=C2Oc3cc(OCC(C)=O)ccc3C2=O)c1OC	-2	9
40	COc1ccccc1NC(=O)N1CCCC1c1nc(-c2ccccc2)no1 (stereo not given)	0	-4
41	COc1ccc(-c2cc(C(=O)Nc3ccc([N+](=O)[O-])cc3OC)c3ccccc3n2)c(OC)c1	-10	-1
42	O=C(NCc1cccnc1)c1cccc(S(=O)(=O)N2CCOCC2)c1	2	-3
43	Cc1ccc2c(c1)N(Cc1ccc(F)cc1)N=C(C(=O)N1CCCC1)S2(=O)=O	-7	18
44	O=C(Cn1c(=O)[nH]c2ccsc2c1=O)NCCc1ccc(Cl)cc1	-10	-1
45	CCN1CCN(c2ccc(C(=O)OC)cc2NC(=O)C2CCCCC2)CC1	4	8
46	CN(C)c1ccc(/C=C/c2cc(/C=C/c3ccc(N(C)C)cc3)[n+]3nn(C)nc3n2)cc1	0	100*
47	O=S(=O)(Nc1ccncc1)c1ccc(I)cc1	3	-7
48	Cc1noc(C2CN(CC3CCCCC3)C2)n1	3	-17
49	O=C(NCc1nnc(SCc2ccccn2)o1)c1ccccc1	-4	-13
50	O=C(Nc1ccccc1C(F)(F)F)c1cc2ccccc2oc1=O	-4	0
51	COc1ccc(C=Nc2ccc3c(c2)c2nc4ccccc4nc2n3C)c(O)c1	5	-3
52	COc1ccc2c(c1)c(CN1CCC(C(=O)NCCN3CCN(C)CC3)CC1)cn2C	1	-5
53	Cc1nn(C)cc1-c1nnc(CCn2cc([N+](=O)[O-])cn2)o1	x	-6
54	O=C(CC1CCCCC1)Nc1cccc([N+](=O)[O-])c1	1	1
55	CC(C)(C)NCCOc1ccc(Cl)cc1Br	-11	-5
56	Cc1ccc(OCC(=O)NNC(=O)NC(=O)c2ccccc2Cl)c2c1CCC2	1	x
57	Cc1ccc(N2C(=O)CSC2c2ccc(Cl)cc2)cc1C (stereo not given)	-3	-15
58	O=S(=O)(NCc1ccccc1)c1cccc(S(=O)(=O)c2ccccc2)c1	9	-17
59	O=C(NCc1ccco1)N1CCCC2(C1)Nc1cccnc1NC2=NCc1ccccc1 (stereo not given)	-3	11
60	COc1ccc(CN2CCC(N3CCN(CCO)CC3)CC2)cc1OC	-6	-3

Some of the entries so far, with each value named:
(51) COc1ccc(C=Nc2ccc3c(c2)c2nc4ccccc4nc2n3C)c(O)c1
  Pf apPOL inh: 5; mHTT-CaM PPI inh: -3

(44) O=C(Cn1c(=O)[nH]c2ccsc2c1=O)NCCc1ccc(Cl)cc1
  Pf apPOL inh: -10; mHTT-CaM PPI inh: -1

(59) O=C(NCc1ccco1)N1CCCC2(C1)Nc1cccnc1NC2=NCc1ccccc1 (stereo not given)
  Pf apPOL inh: -3; mHTT-CaM PPI inh: 11

(56) Cc1ccc(OCC(=O)NNC(=O)NC(=O)c2ccccc2Cl)c2c1CCC2
  Pf apPOL inh: 1; mHTT-CaM PPI inh: x

Further structures.
nr	Molecule	Pf apPOL inh	mHTT-CaM PPI inh
61	O=C(Nc1ccc(Br)cc1)O[C@H]1CCC12CCC(c1ccccc1)CC2 (stereo not given in full)	-3	-31
62	O=[N+]([O-])c1cccc(/C=C/c2ccc3ccccc3n2)c1	-4	1
63	C=CCCN1[C@@H](Cc2ccccc2)COc2ccccc2S1(=O)=O	9	-27
64	CN1CC(c2nc(-c3ccncc3)n[nH]2)C2(CCN(C(=O)c3cccn3C)CC2)C1 (stereo not given)	0	9
65	N#C/C(=C\c1ccc(-c2ccc(Cl)cc2)o1)c1nn(CCO)c(N)c1C#N	-14	54*
66	Cc1ccc(=O)n(CCNC(=O)Cc2cn(C)c3ccccc23)n1	2	-5
67	Cc1nnc(Sc2cc(C(=O)NCCCN3CCCC(C)C3)c3ccccc3n2)s1 (stereo not given)	-14	0
68	Cc1ccc(-c2nc(-c3ccc(NC(=O)c4ccco4)cc3)no2)cc1[N+](=O)[O-]	3	0
69	Cc1cccc(C(=O)Nc2ccc(Cl)c(-c3nc4ncccc4o3)c2)c1	0&-6	12&13
70	CC12CC(NC(=O)N1c1ccc(Cl)cc1)c1cc([N+](=O)[O-])ccc1O2 (stereo not given)	-1	4
71	Cc1ccc(C(=O)Nc2cc(C)ccc2C)c(Cl)c1	-3	-1
72	COc1ccc(-c2c(C(F)(F)F)[nH]n3c(=O)cc(-c4cccc([N+](=O)[O-])c4)nc23)cc1	48&23	x
73	COC(=O)C1CN(Cc2cn(Cc3ccc(Cl)cc3)nn2)CCS(=O)(=O)N1Cc1ccccc1 (stereo not given)	-7	17
74	COc1ccc(-n2c(O)c(C=Nc3ccc(C(F)(F)F)cc3)c3ccccc3c2=O)cc1	0	6
75	O=C(NCc1ccco1)c1nn2c(c1Cl)NC(c1cccs1)CC2C(F)(F)F (stereo not given)	-10	2
76	Cc1ccc(N2C(=O)C(N3C(=O)c4cccc([N+](=O)[O-])c4C3=O)C2c2cccs2)cc1F (stereo not given)	5	13
77	Cc1ccc(C(=O)C2=C(O)C(=O)N(Cc3cccnc3)C2c2ccc(Cl)cc2)o1 (stereo not given)	-3	8
78	CCCCN(C(C)=O)c1ccc(C(=O)O)cc1	2	0
79	CCn1c(SCC(=O)Nc2ccc(OC)cc2)nnc1-c1cccs1	-3	3
80	Cc1ccc(C(=O)N2CCN(C(C(=O)N3CCOCC3)C3CCCC3)CC2)cc1 (stereo not given)	0	25
81	O=C(Nc1cccc(Cl)c1)c1c(O)c2cccc3c2n(c1=O)CC3	-6	9
82	Cc1ccc2nc(NC(=O)C3CCCCC3)sc2c1	-2	0
83	O=c1c2cc(F)ccc2ncn1C1CCN(S(=O)(=O)c2ccccc2)CC1	2	-8
84	COc1ccccc1/C=C/CN(C)C1CCN(C)CC1	-1	-6
85	COc1ccccc1CN1CCc2nc(Nc3ccc4c(c3)OCO4)ncc2C1	0	51*
86	O=C(Nc1cccc(C(F)(F)F)c1)c1noc2c1CCCCC2	-1	-10
87	Cc1coc(NC(=O)CSc2nc(-c3ccc4c(c3)OCO4)cc(C(F)(F)F)c2C#N)n1	-3	-4
88	OCC1CCCN(Cc2ccc(F)cc2)C1 (stereo not given)	-12	-6
89	Fc1ccc(OCCCCOc2ncnc3ccccc23)cc1	-6	-3
90	CC(=O)c1ccc(N2CCN(Cc3ccccn3)CC2)cc1	-2	-10
91	O=C(Nc1ccc2c(c1)OCO2)C1CC(c2ccc(F)cc2)=NO1 (stereo not given)	-4	12
92	O=C(CCCn1c2ccccc2c(=O)c2ccccc21)Nc1ccc(C(F)(F)F)cn1	1	23
93	COc1ccccc1NC(=O)c1ccc(F)c(S(=O)(=O)N2CCOCC2)c1	-7	4
94	CCOC(=O)c1ccc(NC(=O)C2CCCN(C(=O)c3cc(C)cc(C)c3)C2)cc1 (stereo not given)	1	8
95	CCn1ccc(C(=O)N2CCC(c3nc(-c4cccnc4)n[nH]3)CC2)n1	6	1
96	CC(C)(C)C(=O)N1CCN(Cc2noc(-c3cccc4ccccc34)n2)CC1	7	3
97	Clc1cccc(C=Nc2ccc(I)cc2)c1	-4	11
98	O=C(C1CC(c2c(F)cccc2Cl)=NO1)N1CCCC1 (stereo not given)	0	-8
99	O=C(CSc1ncccc1C(=O)NCc1cccnc1)Nc1ccc(Br)cc1F	-17	6
100	COc1cccc(N(C(C)=O)C2=C(N(C)C)C(=O)c3ccccc3C2=O)c1	-1	18
101	N#CCCS(=O)(=O)c1ccccc1F	14	x
102	c1cc(N2CCCC2)ccn1	x	-5
103	O=C(Nc1ccc(F)cc1)C1CCC(N2C(=O)C3CCCCC3C2=O)CC1 (stereo not given)	-1	-1
104	O=C(Nc1ncnc2sc3c(c12)CCC3)c1ccco1	11	-2
105	COc1ccc(Nc2ncc3c(n2)CCN(Cc2ccc(F)c(F)c2)C3)c(OC)c1	-4	5
106	CC1=C(C(=O)Nc2ccc(Cl)cc2)C(c2ccc(Cl)cc2)n2nnnc2N1 (stereo not given)	-6	33
107	N#CC1(S(=O)(=O)c2ccc(Cl)cc2)CC1	-1	-3
108	Cc1ccccc1N1C(=O)NC2CC1(C)Oc1ccc(Br)cc12 (stereo not given)	-4	2
109	CCC(C)NC(=O)c1cc(C)n2nc(-c3ccccn3)cc2n1 (stereo not given)	-2	-12
110	Cc1ccc(S(=O)(=O)N=C2C=CC(=O)C=C2)c(C)c1	-7	39

Look-ups from above:
cpd 64 in mHTT-CaM PPI inh has 9
cpd 24 in Pf apPOL inh has -2
cpd 110 in mHTT-CaM PPI inh has 39
cpd 29 in mHTT-CaM PPI inh has 0
cpd 76 in mHTT-CaM PPI inh has 13

Looked up by compound from the entries so far:
nr	Molecule	Pf apPOL inh	mHTT-CaM PPI inh
108	Cc1ccccc1N1C(=O)NC2CC1(C)Oc1ccc(Br)cc12 (stereo not given)	-4	2
101	N#CCCS(=O)(=O)c1ccccc1F	14	x

Full records, quoted from the list. Order of screens: Pf apPOL inh, mHTT-CaM PPI inh
Results for N#CC1(S(=O)(=O)c2ccc(Cl)cc2)CC1 → -1, -3
Results for Cc1ccccc1N1C(=O)NC2CC1(C)Oc1ccc(Br)cc12 (stereo not given) → -4, 2
Results for CC1=C(C(=O)Nc2ccc(Cl)cc2)C(c2ccc(Cl)cc2)n2nnnc2N1 (stereo not given) → -6, 33
